MITF primary – MITF inhibitors, primary screen, biochemical, AlphaScreen, human; Microphthalmia-associated transcription factor (Homo sapiens), O75030; AlphaScreen MITF homodimerization, bead proximity signal; inhibition, % at 2.6 µM; 650,000 tested, 0.91% active; AID 1259374, 2018; in the data active = inhibition above about 50%;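 also: 0% = vehicle wells with protein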
GPR151 ag – activators of human GPR151, primary screen, cell-based, PathHunter beta-arrestin, luminescence | G-protein coupled receptor 151 (Homo sapiens), Q8TDV0 | PathHunter beta-arrestin GPR151 cells | activation, % at 11.2 µM | 650,000 tested, 1% active; in the data active = activation above about 4.9%;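 also: 0% = median of compound wells and 100% = cells with positive control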
Target sequence (Q8TDV0 whole entry, looked up): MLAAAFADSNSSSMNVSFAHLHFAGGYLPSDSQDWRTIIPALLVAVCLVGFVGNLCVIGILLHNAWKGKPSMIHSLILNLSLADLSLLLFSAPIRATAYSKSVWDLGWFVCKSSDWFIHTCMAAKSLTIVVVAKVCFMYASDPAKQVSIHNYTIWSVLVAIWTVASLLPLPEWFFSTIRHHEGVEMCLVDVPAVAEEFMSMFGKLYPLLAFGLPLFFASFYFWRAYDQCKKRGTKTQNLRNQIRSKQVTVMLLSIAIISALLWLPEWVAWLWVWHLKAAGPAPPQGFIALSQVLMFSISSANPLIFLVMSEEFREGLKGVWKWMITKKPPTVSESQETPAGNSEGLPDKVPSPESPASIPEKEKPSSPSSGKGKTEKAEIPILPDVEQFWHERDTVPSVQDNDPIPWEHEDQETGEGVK
FBW7 act – FBW7 E3 ligase activators, primary screen, biochemical, AlphaScreen, human; F-box/WD repeat-containing protein 7 (Homo sapiens), Q969H0; AID 1259310, 2017; AlphaScreen FBW7–phospho-cyclin E peptide binding, activator screen; 650,000 tested, 0.13% active; normalized activity (activation), % at 26.1 µM; in the data active = normalized activity above about 1.9%;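 also: purified mutant Fbw7 with reduced substrate affinity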
Target sequence (Q969H0 whole entry, looked up): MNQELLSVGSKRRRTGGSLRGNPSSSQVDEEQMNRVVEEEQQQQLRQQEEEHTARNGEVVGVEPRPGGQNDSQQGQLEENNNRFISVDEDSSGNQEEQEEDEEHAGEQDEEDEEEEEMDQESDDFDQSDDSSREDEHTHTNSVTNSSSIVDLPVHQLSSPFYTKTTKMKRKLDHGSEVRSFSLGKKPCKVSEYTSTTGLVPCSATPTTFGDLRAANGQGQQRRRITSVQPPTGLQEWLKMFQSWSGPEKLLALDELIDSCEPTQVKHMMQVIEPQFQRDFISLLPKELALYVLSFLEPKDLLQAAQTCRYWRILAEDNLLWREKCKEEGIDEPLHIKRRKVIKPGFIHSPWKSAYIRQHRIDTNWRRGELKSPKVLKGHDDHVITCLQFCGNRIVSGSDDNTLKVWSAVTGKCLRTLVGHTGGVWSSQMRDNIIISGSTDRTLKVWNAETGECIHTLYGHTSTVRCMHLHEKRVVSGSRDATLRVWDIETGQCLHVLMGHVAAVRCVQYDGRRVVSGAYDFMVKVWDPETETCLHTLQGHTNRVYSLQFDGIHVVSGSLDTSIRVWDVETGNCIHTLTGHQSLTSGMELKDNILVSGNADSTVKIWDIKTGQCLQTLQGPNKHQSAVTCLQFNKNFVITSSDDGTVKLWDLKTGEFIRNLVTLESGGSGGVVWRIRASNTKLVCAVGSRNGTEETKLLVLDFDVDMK
TEAD-YAP inh – TEAD-YAP interaction inhibition, primary screen, TEAD-YAP interaction inhibitor project, luminescence, HEK-TIYL cells | TEAD-Gal4/YAP UAS-luciferase luminescence | inhibition, % at 9.12 µM | 640,000 tested, 1.4% active | AID 1259422, 2018; in the data active = inhibition above about 32%;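 also: 0% = median of test compound wells and 100% = reference inhibitor wells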
Numbers without * were called inactive; nt = no result given. The order is random; about 3.4% have a hit in one of these screens.

SMILES	MITF primary	GPR151 ag	FBW7 act	TEAD-YAP inh
O=C(Cc1ccccc1)N1CCC(N2CCCCCC2)CC1	40	-0.6	0.0	4
COc1ccccc1CNC(=O)CC(NS(=O)(=O)c1ccc(Cl)cc1)c1ccco1 (centres undefined)	4	-0.6	0.1	-6
CC(C)c1cc(NCCN(C)C)n2ncc(-c3ccccc3)c2n1	-13	-0.7	0.0	2
CCN(CC)C(=O)CSc1nc2c(sc(=S)n2-c2ccc(C)c(C)c2)c(=O)n1-c1ccccc1OC	0	-1.0	-0.1	-9
O=[N+]([O-])c1ccc(O)c(/C=N\Nc2nc3ccccc3s2)c1	9	-2.0	-0.1	-16
CCN1CCc2c(sc(NC(=O)c3ccc(S(=O)(=O)N4CCOCC4)cc3)c2C(N)=O)C1	8	-0.5	0.3	-7
COc1cccc(C(=O)NCCSc2c(C)[nH]c3ccccc23)c1	0	1.0	0.0	4
COc1ccccc1CNS(=O)(=O)c1cc(C(=O)Nc2ccc(C)c(F)c2)ccc1F	12	-0.5	0.0	4
CC(C)[C@@H]1NC(=O)[C@@H]2C[C@H](NCc3ccsc3)CN2C1=O	12	0.8	0.1	3
COc1cc2ccccc2cc1C(=O)Nc1ccc2c(c1)OCCO2	-5	-1.3	0.0	-8
CC(=O)Oc1cccc(/C=C2/C(=O)NN(c3ccc(F)c(Cl)c3)C2=O)c1	12	-1.7	0.1	-2
CNC(=O)c1ccccc1Nc1cc(Nc2ccc(N3CCOCC3)cc2OC)ncc1Br	14	0.2	-0.1	9
O=C(Nc1ccc(Cl)cc1)c1ccc2c3c(cccc13)CC2	3	3.0	-0.2	-72
O=C(COc1ccc(Cl)cc1Cl)Nc1nc(-c2ccccc2)cs1	0	0.0	-0.1	-7
C/C=C(\C)CN1CCOc2ccc(C(O)c3cccnc3)cc2C1 (centres undefined)	23	0.3	0.1	-7
CCN(CC)C(=O)C(=O)c1c(-c2ccccc2)[nH]c2ccccc12	0	2.8	-0.1	-3
CCOC(=O)C1=CN(Cc2ccc(Cl)cc2)C=C(C(=O)OCC)C1c1ccc(O)c(OCC)c1	-4	-0.5	0.0	-6
O=c1[nH]c2ccc(S(=O)(=O)Nc3ccccc3Cl)cc2s1	1	0.6	-0.1	-2
COC(=O)c1ccccc1NC(=O)Nc1ccc(NS(=O)(=O)c2ccc(C)cc2)cc1	20	2.3	0.1	6
COc1cccc(C(=O)NC(=S)Nc2cccc([N+](=O)[O-])c2)c1	0	2.6	-0.1	-32

5 compounds picked at random from those above:
SMILES	MITF primary	GPR151 ag	FBW7 act	TEAD-YAP inh
COc1cc2ccccc2cc1C(=O)Nc1ccc2c(c1)OCCO2	-5	-1.3	0.0	-8
CCOC(=O)C1=CN(Cc2ccc(Cl)cc2)C=C(C(=O)OCC)C1c1ccc(O)c(OCC)c1	-4	-0.5	0.0	-6
O=C(COc1ccc(Cl)cc1Cl)Nc1nc(-c2ccccc2)cs1	0	0.0	-0.1	-7
COc1cccc(C(=O)NC(=S)Nc2cccc([N+](=O)[O-])c2)c1	0	2.6	-0.1	-32
CCN(CC)C(=O)CSc1nc2c(sc(=S)n2-c2ccc(C)c(C)c2)c(=O)n1-c1ccccc1OC	0	-1.0	-0.1	-9

New compounds follow:
SMILES	MITF primary	GPR151 ag	FBW7 act	TEAD-YAP inh
Cc1ccc([N+](=O)[O-])cc1-c1ccc(/C=C2\C(=O)NN(c3ccccc3)C2=O)o1	8	-0.7	0.3	3
COc1ccc(OC)c(/C=C2/NC(=O)NC2=O)c1	-12	0.2	0.0	9
Cc1ccc(-n2[nH]c(C)c(/C=N/NC(=O)C(=O)N/N=C/c3c(C)[nH]n(-c4ccc(C)cc4)c3=O)c2=O)cc1	-13	0.2	0.1	-8
COc1ccc(CN2CCC(C(=O)N3CCN(Cc4ccccc4)CC3)CC2)cc1OC	49	1.4	-0.2	7
CCOc1ccc(NC(=O)C2CCN(c3ccc(N4CCOCC4)nn3)CC2)cc1	-10	1.0	0.3	-2
CCOC(=O)CCNC(=O)CCC1(Cc2cccc3ccccc23)CCC(=O)N1 (centres undefined)	6	0.1	0.2	9
COc1ccccc1NC(=O)/C=C\c1cccc2ccccc12	2	-0.9	0.1	-13
C/C(=N/N1CCN(Cc2ccc(C)cc2C)CC1)c1ccc([N+](=O)[O-])cc1	12	9.2*	-0.1	2
COc1ccc(C(=O)Nc2ccc(-n3nncc3-c3ccc(Br)cc3)cc2)cc1	-2	-1.1	-0.2	16
O=C(CN1CC(=O)N2CCCC2C1=O)NCc1ccc2c(c1)OCO2 (centres undefined)	7	-2.4	0.1	-2
O=C(Nc1ccccc1)NC1(C(=O)NCCc2ccccc2)CCCCC1	-9	-0.9	-0.1	9
C[C@@H](O)[C@@H]1NC(=O)[C@H]2CN(CC3CCCCC3)CCN2C1=O	-19	-0.6	-0.2	2
CCOC(=O)N/N=C/c1ccc(OC(=O)c2ccnn2C)cc1	7	-1.6	0.1	-9
COc1ccc(-c2cncc(-c3cnn(Cc4ccccc4)c3)n2)cc1	-15	0.2	-0.2	2
CN(Cc1ccon1)C(=O)CC1C(=O)NCCN1CC(C)(C)C (centres undefined)	-4	-0.4	-0.1	0
Cc1ccc(C(=O)NCC2Cc3cc(-c4cncnc4)cc(Cl)c3O2)s1 (centres undefined)	-14	0.8	-0.6	-1
CC1CCC(NC(=O)CCC(=O)N2CC(C)Oc3ccccc32)CC1 (centres undefined)	2	-0.2	0.1	-13
O=C1CC(c2ccccc2)CC(O)=C1C=NCc1ccccc1 (centres undefined)	11	-0.3	0.0	-3
COC(=O)Cc1csc(NNC(C)=O)n1	-1	-0.3	-0.1	-8
CC(=O)Nc1ccc(-c2nnc3c4ccccc4c(C)nn23)cc1	20	-0.7	0.0	-2
COCCn1c(O)c(/C=N/N2CC(=O)NC2=O)c(=O)[nH]c1=S	0	-0.3	-0.1	-5
CC(=O)Nc1ccc(NC(=O)CN2CCN(C)CC2)cc1	2	-0.8	0.5	-24
C=CCSc1nnc2c(n1)OC(c1ccc3c(c1)OCO3)Nc1ccc(Br)cc1-2 (centres undefined)	15	1.1	-0.1	4
Cc1nn(-c2ccccc2)c(Cl)c1/C=c1\sc2nc3ccccc3n2c1=O	-13	2.0	0.1	7
O=C(NCc1ccccc1Cl)c1c(O)nc2ccccn2c1=O	5	0.0	0.1	5
CCOc1ccc(C(=O)NC2=C(C(=O)OC)SCC2)cc1	-11	3.2	0.1	-43
C/C(=N/OC(=O)c1cccc(Cl)c1)c1nccs1	5	0.2	-0.1	11
CCn1c(CSc2nc3ccccc3s2)nnc1SCC(=O)N1CCCC1	-2	1.1	0.0	4
CN(CCCC(=O)NC(C)(C)C)S(=O)(=O)c1ccc2c(c1)C(=O)c1ccccc1C2=O	-5	1.0	-0.2	-1
O=C(c1ccc(S(=O)(=O)N2CCCCC2)cc1)N1CCCC1	6	-0.8	-0.2	8
CC(=O)c1ccc(-c2cc(Cl)c3c(c2)CC(CNC(=O)c2ccnn2C)O3)s1 (centres undefined)	6	0.4	0.0	4
CCOCCC(=O)Nc1ccc([N+](=O)[O-])cc1Cl	-8	-0.3	0.0	-6
Cc1ccccc1Cn1c(C)c(CNC2CCCCC2)c(C(=O)O)c1C	6	-0.4	-0.1	-6
Cc1nc(NCc2ccncc2)cc(-c2cncc(-c3ccc(F)cc3)c2)n1	8	-1.0	0.3	-9
Cc1cc(C)nc(SCC(=O)c2cccc3ccccc23)n1	3	0.3	0.1	-22
CC(=O)Nc1ccc(S(=O)(=O)Nc2nc(C)nc(C)c2Cl)cc1	9	0.0	0.0	6
CS(=O)(=O)N1CCCc2cc(NC(=O)COc3ccccc3)ccc21	11	1.3	-0.2	-29
CCN(CCO)C(=O)CC1C(=O)NCCN1Cc1ccccc1C(F)(F)F (centres undefined)	0	2.3	-0.1	0
COC(=O)c1ccc(NC(=O)CSc2nc3ccc(Nc4nc(N5CCOCC5)nc(N5CCOCC5)n4)cc3s2)cc1	-5	0.0	0.1	6
CCCCC(=O)Nc1cccc(Oc2ccc(C)nn2)c1	7	-1.5	0.4	5
CCCCCC(=O)/C=C/[C@@H]1[C@H](C/C=C\CCCC(=O)O)[C@@H](O)C[C@H]1O	11	-0.7	nt	nt
CCN=C1SC(CC(=O)Nc2ccc(Br)cc2)C(=O)N1CC (centres undefined)	-4	-1.1	0.0	7
COC(=O)CN1C(=S)N(C)C(=O)/C1=C/c1cc2c(cc1OC)OCO2	-9	4.8	-0.2	2
Cc1ccc(C2=Nn3c(nnc3-c3ccccc3C)SC2)cc1	1	-0.2	0.0	60*
CCCC(=O)N1CCN(c2cc(N3CCC(C)CC3)c(F)cc2[N+](=O)[O-])CC1	41	-0.7	-0.1	-3
COc1cccc(NC(=O)c2cc3ccccc3o2)c1	-8	-7.6	0.0	-57
CCOc1ccc(NC(=O)CNC(=O)c2ccc(C)cc2)cc1	10	1.5	0.1	2
CCc1ccc(-n2nnnc2SCC(=O)Nc2nc3c(s2)CCCC3)cc1	9	1.6	0.0	3
CCOC(CCn1c(SCC(=O)NCCc2ccc(OC)c(OC)c2)nc2ccccc2c1=O)OCC	-1	1.2	-0.1	-5
Cc1cc(NCCCN2CCOCC2)n2c(nc3ccccc32)c1C#N	0	0.0	-0.1	-17
O=C(Nc1cccc(-c2csc(-c3ccccc3)n2)c1)c1cc2cc(Br)ccc2oc1=O	2	-1.6	-0.1	7
Cc1cc(/C=C2/NC(=O)N(Cc3ccc(F)cc3)C2=O)c(C)n1Cc1ccccc1	-19	-1.1	-0.2	-3
COc1cc(CNc2ccc(F)c(Cl)c2)ccc1O	15	0.5	0.2	-2
O=c1[nH]c2ccc(Nc3nc4ccccc4n4cnnc34)cc2[nH]1	-22	1.1	-0.3	3
Cc1ccc(S(=O)(=O)NCCNc2cc(Cl)ccc2[N+](=O)[O-])cc1	-4	-0.4	-0.1	-3
CCC(C)NC(=O)c1ccc2c(c1)N(C)C(=O)/C(=C\c1ccccc1OC)S2 (centres undefined)	-1	-0.1	-0.3	-6
Cc1ccc(S(=O)(=O)N(Cc2ccccc2)Cc2ccco2)cc1	-1	1.2	-0.1	-11
CCN(CCCNC(=O)CNC(=O)Cn1cnc2sc(C)cc2c1=O)c1cccc(C)c1	13	0.0	0.5	1
Cc1[nH]ncc1-c1ccc(OCCN2CCCC2)c(NC(=O)C2COc3ccc(F)cc3C2)c1 (centres undefined)	10	-0.9	-0.3	4
COc1nc(N(C)C)nc(N(CN2C(=O)c3ccccc3S2(=O)=O)S(=O)(=O)c2ccc(C)cc2)n1	-1	0.7	0.6	-3

Profiles as entered above. Order of screens: MITF primary, GPR151 ag, FBW7 act, TEAD-YAP inh
CCCCCC(=O)/C=C/[C@@H]1[C@H](C/C=C\CCCC(=O)O)[C@@H](O)C[C@H]1O is listed as 11, -0.7, nt, nt
CCN(CC)C(=O)CSc1nc2c(sc(=S)n2-c2ccc(C)c(C)c2)c(=O)n1-c1ccccc1OC is listed as 0, -1.0, -0.1, -9
Cc1cc(NCCCN2CCOCC2)n2c(nc3ccccc32)c1C#N is listed as 0, 0.0, -0.1, -17

The list goes on.
SMILES	MITF primary	GPR151 ag	FBW7 act	TEAD-YAP inh
CCCOc1ccc(NC(=O)CC2C(=O)N(CC)C(=S)N2CCC23CC4CC(CC(C4)C2)C3)cc1 (centres undefined)	-11	1.2	0.1	1
C/C(=N/NC(=O)c1sc2ccccc2c1Cl)c1ccc(N)cc1	17	0.2	-0.1	5
Cc1ccc(OCCCC(=O)Nc2ccc(C#N)cc2)cc1	9	0.3	0.1	1
COc1ccccc1C(=O)Nc1c2c(nn1-c1ccccc1C)CSC2	-7	-0.3	0.0	1
CCOc1ccc(S(=O)(=O)N(CC(=O)NCCOC)c2ccccc2)cc1	3	-0.3	0.2	3
Cc1ccc(NC(=O)c2c(C(=O)Nc3cccc(C)c3C)sc3nc(C)cc(=O)n23)cc1	1	-2.0	0.2	3
CCOC(=O)c1ccc(CNC(=O)CCC2(Cc3ccc(F)cc3)CCC(=O)N2)o1 (centres undefined)	49	-1.3	0.0	2
CCCC(C)NC(=O)CSc1nnc(-c2c[nH]c3ccccc23)o1 (centres undefined)	0	-0.4	-0.1	6
CCOC(=O)C1(Cc2cccc(F)c2)CCN(Cc2cccnc2)CC1	-13	1.4	-0.2	-1
CC(C)C(=O)N=c1sc2cc3c(cc2n1C)OCCO3	-1	-0.3	0.1	-72
O=C(Cc1cn(-c2ccc(N3CCOCC3)nn2)c2ccccc12)NCCOc1ccccc1	8	2.5	0.2	-13
O=C(CSc1nc2ccccc2s1)N1N=CCC1c1ccccc1 (centres undefined)	-1	-1.2	0.0	51*
CC(C)(C)c1ccc(OCC(=O)NCC2CCCO2)c(Br)c1 (centres undefined)	2	-0.1	0.6	-61
CC(=O)N1c2c(cc(Br)cc2S(=O)(=O)Nc2ccccc2C)CC1C (centres undefined)	16	-0.5	0.1	6
Cc1cc(N2CCCC2=O)c(N)cc1N	3	0.3	-0.1	-5
CCOC(=O)c1nccn1Cc1c(F)cccc1Cl	-11	1.2	-0.1	-10
Cc1ccc(NC(=O)c2cccc(N3C(=O)C(C)CS3(=O)=O)c2)cc1Cl (centres undefined)	-8	0.6	0.0	-12
CS(=O)(=O)N(CC(=O)N1CCN(c2cccc(Cl)c2)CC1)c1cccc(Cl)c1	-6	-1.1	-0.2	-8

Single entries from the entries so far.
Reading of CC(=O)c1ccc(-c2cc(Cl)c3c(c2)CC(CNC(=O)c2ccnn2C)O3)s1 (centres undefined) in TEAD-YAP inh: 4
Reading of CCOC(=O)N/N=C/c1ccc(OC(=O)c2ccnn2C)cc1 in GPR151 ag: -1.6
